Screening results: PubChem, Sanford-Burnham Center for Chemical Genomics
Hsp70 inhibitors – Hsp70 inhibitors, probe displacement, primary screen, biochemical, fluorescence polarization (AID 583) | Hsp70 fluorescence polarization probe displacement, mP; higher % means a stronger effect | displacement, % at 20 µM; hits with a dose series show IC50 in µM | 140,000 tested, 0.06% active; in the data active = displacement above about 50%;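 note: plate controls were vehicle for no effect and reference ligand for full effect; a part of the inactive calls stands beside numbers as strong as those of hits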
Rat MKP-3 inhibitors – MKP-3 phosphatase inhibitors, primary screen, biochemical, rat enzyme, in vitro (AID 425) | recombinant MKP-3 phosphatase activity, fluorescence; higher % means a stronger effect | one-dose inhibition, % at 20 µM; IC50 in µM for titrated hits | 110,000 tested, 0.17% active; in the data active = inhibition above about 50%;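 note: plate controls were vehicle for no effect and reference inhibitor for full effect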
* hit, by the source's call; · = no result given; & = joins results of further samples. Some of the compounds tested; the hit share may differ from the screen's.

molecule | Hsp70 inhibitors | Rat MKP-3 inhibitors
COc1ccc(C(C)=O)cc1CN1C(=O)C(C)N(c2ccc(C)cc2)C1=O (stereo not given) | -1.7% | 8%
COc1ccc(CC(C)N2CCN(c3ccccc3)CC2)cc1OC (stereo not given) | -5.8% | ·
COc1nc(-c2ccccc2)c2cc(Cl)ccc2n1 | 1.7% | 6%
COc1ccc(C2C3=C(CC(C)(C)CC3=O)Nc3[nH]c(=O)[nH]c(=O)c32)cc1 (stereo not given) | -2.3% | 3%
C=CCn1c(SCC(=O)Nc2nccs2)nnc1-c1cc2cccc(OC)c2o1 | 1.6% | -12%
CC(=O)c1cccc(N(CC(=O)N2CCOCC2)S(C)(=O)=O)c1 | -5.4% | -3%
COc1cccc(N2CCN(C(=O)CN(C)S(=O)(=O)c3ccc4c(c3)CCC(=O)N4)CC2)c1 | 10% | -2%
COc1ccc(C(=O)/C=C/Nc2ccc(S(=O)(=O)Nc3nc(C)cc(C)n3)cc2)c(OC)c1 | 7.2% | -2%
Clc1ccc(-c2nnc3sc(-c4ccco4)nn23)c(Cl)c1 | -2.5% | -4%
COc1ccc(Oc2c(C)oc3c(CN(C)C)c(O)ccc3c2=O)cc1 | 5.2% | -5%
CC(Oc1ccc(Cl)cc1)c1ccnn1S(C)(=O)=O (stereo not given) | 1.3% | ·
CCS(=O)(=O)n1nc(-c2ccco2)nc1SC | -5.1% | 3%
CC(=O)Nc1cc(-c2ccccc2Cl)[nH]n1 | -1.7% | 1%
O=C(Cc1cc(=O)[nH]c(=O)[nH]1)N1CCN(C(=O)c2ccco2)CC1 | 4.7% | -7%
COc1ccc(C2CC(=O)C3=C(C2)Nc2ccccc2NC3c2ccc(NC(C)=O)cc2)cc1OC (stereo not given) | 2.3% | 2%
COCCCNc1ncnc2ccc(Br)cc12 | 2.7% | 6%
Cc1cc(C)n(C(=O)CNC(=O)C(c2ccccc2)c2ccccc2)n1 | 3.2% | ·
O=C1c2[nH]nc(-c3ccccc3)c2C(c2ccc([N+](=O)[O-])cc2)N1c1ccccc1 (stereo not given) | -0.1% | 1%
CCOC(=O)N1CCC(c2cc(=O)n3[nH]c(-c4ccccc4)cc3n2)CC1 | -5.1% | -10%
COC(=O)c1ccc2c(=O)n(NC(=O)C(c3ccccc3)c3ccccc3)c(=S)[nH]c2c1 | -0.2% | ·
Cc1cc(C)nc(SCC(=O)Nc2ccc(N3CCOCC3)c(Cl)c2)n1 | -2.0% | -14%
O=C(Nc1ccc([N+](=O)[O-])cn1)C(c1ccccc1)c1ccccc1 | -5.7% | 5%
CC(C)CCN(C)C1CCN(S(=O)(=O)c2ccc(F)cc2)CC1 | 5.2% | 3%
CCOC(=O)C1=C(C)N2C(=C(C#N)[C@@H]1c1ccc(C(=O)OC)cc1)SC[C@@]2(O)C(C)(C)C | 2.6% | -13%
COC(=O)C1C2C=CC3(CN(C4CCCC4)C(=O)C13)O2 (stereo not given) | -2.3% | 2%
O=[N+]([O-])c1cc(C(F)(F)F)ccc1N/N=C/c1ccc2c(c1)OCO2 | 6.7% | -2%
CC1(C)CC(NS(=O)(=O)c2ccccc2)CC(C)(C)N1 | -1.1% | -4%
COc1ccccc1CNC(=O)C1CCCN(S(=O)(=O)c2cnc[nH]2)C1 (stereo not given) | 1.8% | -11%
O=C(O)c1cccc(Nc2nc(-c3ccc(Br)cc3)cs2)c1 | 0.4% | 0%
COc1cccc(-n2c(/C=C/c3c(C)n(C)c4ccccc34)nc3ccccc3c2=O)c1 | 4.2% | 14%
COc1ccc(/C=C2\SC(=O)N(Cc3ccccc3)C2=O)cc1OC | 0.9% | 3%
CCCN1CCN(CCCNC(=O)c2cc3c(=O)n(C)c4ccccc4c3n2C)CC1 | 0.7% | -7%
O=C(COC(=O)c1ccc(S(=O)(=O)N2CCc3ccccc3C2)cc1)NC(=O)NCc1ccco1 | 7.5% | ·
COC(=O)c1ccc(Cn2nc(C(F)(F)F)cc2C)cc1 | 1.5% | ·
Nn1c(SCC(=O)N2CCOCC2)nnc1-c1ccccc1Cl | 1.4% | ·
Cc1cccc2cc(CN(Cc3ccco3)S(=O)(=O)c3ccc4c(c3)OCCO4)c(=O)[nH]c12 | 5.0% | -9%
Cc1ccc2ncnc(NCCCN3CCOCC3)c2c1 | 7.7%&-1.9% | -6%&1%
O=C(Cc1ccccc1)Nc1ccccc1I | 1.6% | 0%
COC(=O)CSc1nc2ccccc2nc1SCC(=O)OC | 2.2% | -12%
CCN1CCN(C(=O)C2c3cc(OC)c(OC)cc3C(=O)N3CCc4ccccc4C23)CC1 (stereo not given) | -0.9% | 5%
CCn1c(C)c(C(=O)O)c2cc(OC)c3ccccc3c21 | 4.2% | 1%
COC(=O)c1cc(Br)c(=O)n(-c2ccccc2OC)c1 | 0.4% | 1%
O=C(CN1CC(c2ccccc2)CC1=O)OCc1ccccc1F (stereo not given) | 3.3% | -6%
C=CCOC(=O)C1=C(C)NC(C)=C(C(=O)OCC=C)C1c1cccs1 | -8.6% | 4%
CCOC(=O)/C(=N/Nc1ccc(Cl)cc1)S(=O)(=O)c1ccccc1 | 1.1% | ·
Cc1cc(C)c2c(=O)n(CC(=O)N3CCC(N4CCCCC4)CC3)sc2n1 | -4.0% | -5%
CCOc1ccc(N=C(NC#N)SCC)cc1 | 0.7% | ·
CC(C)Cc1nc2oc3c(NCC4CCCO4)ncnc3c2c2c1CCC2 (stereo not given) | 0.1% | -9%
Cc1ccc2[nH]c3c(c2c1)CCN(C)C3 | 2.1% | 2%
COCCNC(=O)COc1cccc(Oc2ccccc2)c1 | 6.1% | -8%
Cc1ccc(CNCc2cc3c(C(C)(C)C)nn(-c4ccccc4)c3[nH]c2=O)cc1 | -4.2% | ·
COc1ccc(C/C(N)=N/OC(=O)c2ccco2)cc1OC | 0.0% | 4%
O=C(NCC1CCCO1)c1ccccc1-c1nc(-c2ccc(Cl)cc2)no1 (stereo not given) | -0.5% | 3%
COC(=O)c1ccccc1NC(=O)C12CC3CC(C1)CC(n1cnc(Cl)n1)(C3)C2 | 3.5% | ·
Cc1ccccc1N(C(=O)Cn1nnc2ccccc21)C(C(=O)NCc1ccco1)c1ccncc1 (stereo not given) | 1.2% | -5%
CC(=O)c1cccc(S(=O)(=O)N(CCCO)Cc2cc3ccc(C)cc3[nH]c2=O)c1 | 4.7% | 1%
Cc1cc(NC(=O)COC(=O)COc2cccc3c2OC(C)(C)C3)no1 | -0.9% | -12%
COC(=O)[C@H](CCSC)NC(=O)Nc1ccc(C)c(C)c1 | 2.9% | -7%
O=C(COc1ccc2ccccc2c1)N1CCN(S(=O)(=O)c2ccccc2)CC1 | 4.4% | -2%
O=c1c2ccccc2nc(SCc2ccccc2)n1Cc1ccco1 | -0.3% | 3%

The listing continues.
molecule | Hsp70 inhibitors | Rat MKP-3 inhibitors
CCN(CC)CCN1C(=O)C(=O)/C(=C(/O)c2c(C)[nH]c(C(=O)OC)c2C)C1c1ccc(OC)cc1 (stereo not given) | -2.2% | 0%
CCN(CC)CCN(CC)Cc1ccccc1Br | 2.7% | -3%
CC1=NNC(=O)C1CCC(=O)N/N=C(\C)c1cccc([N+](=O)[O-])c1 (stereo not given) | -2.5% | 3%
CCOc1ccc(Nc2oc(Cc3ccccc3)nc2C#N)cc1 | -3.6% | -9%
O=C(NCCc1ccc(S(=O)(=O)N2CCCC2)cc1)c1cccs1 | 3.0% | 0%
CCCCC(c1nnnn1C1CCCC1)N1CCN(C2CCCC2)CC1 (stereo not given) | 2.7% | 0%
COc1c(F)c(F)c(C(=O)O)c(Nc2ccccc2C)c1F | 1.2% | ·
O=C(NCc1cccs1)C1CCCN(S(=O)(=O)c2ccc(Br)s2)C1 (stereo not given) | · | -3%
N#C/C(=C\c1ccc(N2CCOCC2)o1)c1nc2ccccc2[nH]1 | -168% | ·
COc1cc([N+](=O)[O-])ccc1NC(=O)COc1ccc(Cl)cc1C | 1.4% | 4%
CC1=C(C(=O)N2CCOCC2)C(c2cccs2)NC(=O)N1 (stereo not given) | 2.2%&0.9% | -8%&3%
Cc1ccccc1NC(=O)c1ccc(NC(=O)c2ccco2)cc1 | -5.5%&-5.7% | -12%&0%
CCOc1ccc2[nH]c(=O)c(CN(CCO)C(=O)c3ccccc3F)cc2c1 | -2.7% | -7%
CNC(=O)NC(=O)CSc1nc2cc(C(=O)OC)ccc2c(=O)n1-c1ccccc1 | 2.0% | 5%
CCC(C)(C)n1nnnc1CN(Cc1cc2cc(OC)ccc2[nH]c1=O)C1CCCC1 | -3.4% | -4%
CC1(C)CC(=O)C(C=NCCC2=CCCCC2)=C(O)C1 | 3.8% | -9%
CC1(C)CC(CC(=O)NC(=S)Nc2ccc([N+](=O)[O-])cc2)C(=O)O1 (stereo not given) | -3.3% | ·
Cc1cccc(C(=O)Nc2sc3c(c2C(=O)N2CCN(C)CC2)CCCC3)c1 | 3.6% | 3%
Cn1c(CNC(=O)c2cccs2)nnc1SCC(=O)Nc1ccc(Cl)cc1 | -4.0% | ·
Cc1ccc(N2NC(=O)/C(=C/c3ccc(O)c(O)c3)C2=O)cc1 | 5.5% | 1%
COc1cccc(/C=C2\SC(=S)N(C3CCCCC3)C2=O)c1O | 6.9% | 0%
CC(=O)c1cccc(NC(=O)Nc2cccc3ccccc23)c1 | -4.6% | 5%
O=[N+]([O-])c1ccccc1S(=O)(=O)Nc1ccc(Cl)c(C(F)(F)F)c1 | -2.7% | 3%
O=C(c1cnn2cccnc12)N1CCN(Cc2ccc3c(c2)OCO3)CC1 | 4.0% | -2%
Cc1noc(C)c1COC(=O)c1cc(F)c(F)cc1Cl | -7.5% | -8%
COc1ccc(-n2nc(C(=O)Nc3ccc4c(c3)OCO4)c3ccccc3c2=O)c(OC)c1 | 7.9% | 0%
Nc1nnc(SCC(=O)NCc2ccccc2)s1 | 4.0% | -5%
C/C(=N\O)C(=O)C(CN1CCCCC1)CN1CCCCC1 | 3.4% | -9%
Cc1ccc(-c2nnn(CC(=O)N3CCCCC3)n2)c(-n2cnnn2)c1 | 9.6% | -1%
Cc1cc(C)c(NC(=O)NC(=O)c2ccc(F)cc2)c(C)n1 | -8.2% | 6%

Whole records, looked up by structure:
N#C/C(=C\c1ccc(N2CCOCC2)o1)c1nc2ccccc2[nH]1 in the list: Hsp70 inhibitors: -168%; Rat MKP-3 inhibitors: ·
Cn1c(CNC(=O)c2cccs2)nnc1SCC(=O)Nc1ccc(Cl)cc1 in the list: Hsp70 inhibitors: -4.0%; Rat MKP-3 inhibitors: ·

(listing goes on)
molecule | Hsp70 inhibitors | Rat MKP-3 inhibitors
O=C(O)CCCNc1cc(N2CCC3(CC2)OCCO3)c2noc3c2c1C(=O)c1ccccc1-3 | 20% | -8%
O=C(Oc1ccccc1N1C(=O)CCC1=O)c1ccco1 | 1.8% | -2%
Nc1nc2n(n1)C(c1ccc(F)cc1)CC(c1ccc(F)cc1)N2 (stereo not given) | -2.7% | 7%
CC(C)c1cccc(C(C)C)c1OCCCCN1CCOCC1 | -2.7% | 0%
Cc1ccc(C)c(N2CCN(C(=O)c3cc(S(=O)(=O)N4CCOCC4)ccc3F)CC2)c1 | 1.1% | 8%
CCN(CC)S(=O)(=O)c1ccc(Cc2ncc(C(F)(F)F)cc2Cl)s1 | -1.1% | ·
Cc1ccc(-n2c(C)nn(-c3ncc(C(F)(F)F)cc3Cl)c2=O)cc1 | 21% | ·
Cc1ccc2cc(C(c3nnnn3C(C)(C)C)N3CCCCCC3)c(=O)[nH]c2c1 (stereo not given) | 6.6% | 3%
CC(C)OCCCNC(=O)CCc1nc(-c2ccccc2)no1 | 0.9% | -7%
C=CCN1C(=O)C2C(C(=O)NC3CCCCC3)C3C=CC2(O3)C1C(=O)NC1CCCC1 (stereo not given) | 4.4% | -6%
Cc1cc(C)nc(SCc2nnc(SCC(=O)Nc3nccs3)n2C)n1 | -1.9% | ·
Cc1cc(C)n(-c2cccc(Cl)c2)c(=O)c1C#N | -1.9% | 6%
CCOC(=O)/C=C(\C)N1N=C(c2ccccc2)CC1c1ccccc1[N+](=O)[O-] (stereo not given) | -0.5% | 0%
Cc1ccc(C(=O)N/C(=C\c2ccc(Cl)cc2)C(=O)NCc2ccncc2)cc1 | 1.1% | 2%
COC(=O)c1[nH]c2ccccc2c1NC(=O)CNC1CCCCC1 | 3.7% | -11%
O=C(Nc1ccc(NC(=O)c2ccc(Cl)c(S(=O)(=O)N3CCOCC3)c2)cc1)c1ccccc1 | -2.0% | 4%
O=C(CSc1nc2ccccc2o1)c1ccc2c(c1)Cc1ccccc1-2 | 4.4% | -4%
Cc1cccc(COc2ccc3c(c2)oc(=O)c2ccccc23)c1 | -4.1% | 3%
Cc1cc2oc(=O)cc(C)c2c(=O)o1 | 5.2% | -9%
CCOc1ccc2nc(SCC(=O)Nc3ccc([N+](=O)[O-])cc3)sc2c1 | 0.6% | 0%
CCOC(=O)C1=C(C)N=c2s/c(=C\c3cc(Br)ccc3O)c(=O)n2C1c1ccc(OC)cc1 (stereo not given) | 4.4% | 0%
CCOC(=O)c1c(N)sc(C(O)(C(F)(F)F)C(F)(F)F)c1-c1ccc(OC)cc1OC | 1.6% | -5%

Entries above containing a cyano group:
molecule | Hsp70 inhibitors | Rat MKP-3 inhibitors
CCOC(=O)C1=C(C)N2C(=C(C#N)[C@@H]1c1ccc(C(=O)OC)cc1)SC[C@@]2(O)C(C)(C)C | 2.6% | -13%
CCOc1ccc(N=C(NC#N)SCC)cc1 | 0.7% | ·
CCOc1ccc(Nc2oc(Cc3ccccc3)nc2C#N)cc1 | -3.6% | -9%
N#C/C(=C\c1ccc(N2CCOCC2)o1)c1nc2ccccc2[nH]1 | -168% | ·
Cc1cc(C)n(-c2cccc(Cl)c2)c(=O)c1C#N | -1.9% | 6%
